GLD-1 TGE inh: GLD-1/TGE RNA complex disruptors, primary screen, biochemical, fluorescence polarization; Female germline-specific tumor suppressor gld-1 (Caenorhabditis elegans), Q17339; inhibition, % at 5.96 µM; purified GLD-1 + fluorescein TGE RNA; 0.44% of 320,000 active;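 active = percent inhibition above a per-plate cutoff, the plate mean of test compounds plus 3 SD, cut at about 30% in these data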;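 also: 0% = DMSO wells with GLD-1 and probe and 100% = wells lacking GLD-1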
GRK2 inh: compounds blocking aptamer binding on GRK2 – biochemical, human GRK2, bead flow cytometry, HTS, primary screen; inhibition of aptamer binding, % at 10 µM; FAM-aptamer displacement from GRK2; 0.59% of 330,000 active; Beta-adrenergic receptor kinase 1 (Homo sapiens), P25098;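 active = inhibition of aptamer binding above 40%, roughly 3 SD of noise, on plates passing a quality check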;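 also: median bead fluorescence of bound FAM aptamer so fluorescent compounds give negative values; no value below 0 was filed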
MCL1-BIM inh: inhibitors of MCL1 binding to BIM-BH3, primary screen, biochemical, fluorescence polarization; Induced myeloid leukemia cell differentiation protein Mcl-1 (Homo sapiens), Q07820; GST-MCL1 / FITC-Bim-BH3 fluorescence polarization; inhibition, % at 10.9 µM; 0.68% of 320,000 active; AID 2057, 2009;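 active = inhibition above the mean inhibition of all tested compounds plus 3 SD, set per campaign, cut at about 40% in these data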;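 also: 0% = DMSO wells and 100% = unlabeled Bim-BH3 peptide control; higher means more loss of mP so more displacement of Bim peptide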
Target sequence (Q07820 whole entry, looked up): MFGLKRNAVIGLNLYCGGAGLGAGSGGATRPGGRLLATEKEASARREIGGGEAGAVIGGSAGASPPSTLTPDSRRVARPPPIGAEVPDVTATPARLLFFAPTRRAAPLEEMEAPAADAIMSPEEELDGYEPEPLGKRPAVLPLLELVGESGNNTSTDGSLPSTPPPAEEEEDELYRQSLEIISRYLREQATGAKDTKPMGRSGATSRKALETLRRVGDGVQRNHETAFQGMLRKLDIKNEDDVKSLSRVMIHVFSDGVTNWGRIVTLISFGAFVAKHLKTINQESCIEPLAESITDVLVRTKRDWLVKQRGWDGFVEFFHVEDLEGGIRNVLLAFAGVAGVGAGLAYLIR
CIT2-GFP yeast: modulators of CIT2-GFP expression in yeast, primary screen, S. cerevisiae, GFP fusion, multiplex flow cytometry, MLPCN library. S. cerevisiae CIT2-GFP strain, 3 h; 100 means same as DMSO wells. AID 2029, 2009. GFP response vs DMSO, % at 10 µM. 0.065% of 320,000 active;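 active = GFP response relative to DMSO above a set limit, near the screen mean plus 3 SD, cut at about 150% in these data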;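 also: ratio of well median GFP fluorescence to mean of DMSO wells on the plate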
Fam108B inh: mouse Fam108B serine hydrolase inhibitors, primary screen, counter-screen for RBBP9 inhibitor project, biochemical, fluorescence polarization. recombinant Fam108B, FP-Rh probe fluorescence polarization. inhibition, % at 9.51 µM. 0.33% of 300,000 active. AID 1947, 2009;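 active = inhibition above the screen mean inhibition plus 3 SD, computed separately per campaign, cut at about 18% in these data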;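 also: inhibitors lower polarization as less probe binds the enzyme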
MEX-5 binding: MEX-5 zinc finger RNA-binding disruptors – biochemical, C. elegans, fluorescence polarization, MLPCN library, primary screen | Zinc finger protein mex-5 (Caenorhabditis elegans), Q9XUB2 | MEX-5/FITC-TCR2 RNA binding; hits give low values | activity score (negative = inhibition of binding), % at 10 µM | 0.38% of 300,000 active;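 active = inhibition past about -25% in most replicates, and total fluorescence under double the plate's negative control median, limit read from the data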;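 also: 0% = DMSO and -100% = 5 µM competing unlabeled TCR2 RNA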
Target sequence (Q9XUB2 whole entry, looked up): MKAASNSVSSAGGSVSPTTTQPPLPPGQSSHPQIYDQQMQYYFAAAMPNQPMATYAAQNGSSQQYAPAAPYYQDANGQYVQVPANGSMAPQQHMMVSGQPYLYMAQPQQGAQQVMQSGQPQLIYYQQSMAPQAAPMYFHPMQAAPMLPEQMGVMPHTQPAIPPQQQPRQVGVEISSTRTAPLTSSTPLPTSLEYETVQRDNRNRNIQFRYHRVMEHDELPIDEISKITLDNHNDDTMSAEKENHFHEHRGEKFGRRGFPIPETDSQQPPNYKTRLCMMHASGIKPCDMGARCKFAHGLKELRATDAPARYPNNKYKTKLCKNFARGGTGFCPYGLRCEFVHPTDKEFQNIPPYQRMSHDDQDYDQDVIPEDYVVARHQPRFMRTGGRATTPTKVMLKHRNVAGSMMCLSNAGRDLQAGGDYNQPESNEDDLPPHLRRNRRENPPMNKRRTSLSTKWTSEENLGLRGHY
BCLXL inh: inhibitors of human Bcl-xL, primary screen, biochemical, fluorescence polarization, HTS; Bcl-2-like protein 1 (Homo sapiens), Q07817; GST-Bcl-xL / FITC-Bim BH3 peptide fluorescence polarization; inhibition, % at 10.9 µM; 0.7% of 320,000 active; AID 2129, 2009;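 active = inhibition above the mean of all tested compounds plus 3 SD, cutoff set per campaign, cut at about 30% in these data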;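 also: 0% = DMSO wells and 100% = unlabeled Bim-BH3 peptide competitor; inhibitors lower millipolarization by displacing the labeled peptide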
Target sequence (Q07817 whole entry, looked up): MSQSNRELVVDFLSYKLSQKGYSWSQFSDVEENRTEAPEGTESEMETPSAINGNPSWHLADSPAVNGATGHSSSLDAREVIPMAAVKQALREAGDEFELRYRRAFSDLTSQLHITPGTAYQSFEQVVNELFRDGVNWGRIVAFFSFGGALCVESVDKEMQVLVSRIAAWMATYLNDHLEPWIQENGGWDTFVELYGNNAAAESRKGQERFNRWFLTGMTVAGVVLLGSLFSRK
VLA-4 inh: inhibition in human VLA-4 binding assay, primary screen, VLA-4 allosteric modulator project, MLPCN library, flow cytometry, VLA-4 expressing cells | Integrin alpha-4 (Homo sapiens), P13612 | ligand binding flow cytometry | inhibition, % (about 7 µM as worked out from the volumes in the protocol) | 0.2% of 330,000 active; in the data active = inhibition above about 50%
AGP1-GFP MLPCN: modulators of AGP1-GFP expression in yeast TOR pathway, primary screen, cell-based, multiplex flow cytometry, S. cerevisiae, MLPCN library. 0.02% of 320,000 active. GFP response vs DMSO, % at 10 µM. 3 h; GFP as percent of DMSO wells. AID 2066, 2009;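 active = GFP response relative to DMSO above a set limit, near screen average plus 3 SD, cut at about 150% in these data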;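 also: median GFP channel fluorescence of the gated AGP1 strain per well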
An asterisk follows results filed as active; . = not tested or not shown. Compounds were not picked by outcome; about 2.2% have a hit in one of these screens.

SMILES | GLD-1 TGE inh | GRK2 inh | MCL1-BIM inh | CIT2-GFP yeast | Fam108B inh | MEX-5 binding | BCLXL inh | VLA-4 inh | AGP1-GFP MLPCN
O=C(CSCc1c(Cl)cccc1Cl)Nc1ccccc1-c1ccccc1 | 1 | 3 | -1 | 94 | -4 | -1.2 | -2 | 26 | 100
C#CC[N+]1(CC#Cc2ccc(C#CC[N+]3(CC#C)CCOCC3)cc2)CCOCC1 | 1 | 0 | -3 | 102 | 0 | -2.7 | -4 | -1 | 104
CC(C)(C)[C@H]1C=C(C(=O)NCc2ccccc2)O[C@@H](OCc2ccc(CO)cc2)C1 | 7 | 2 | -1 | 69 | -6 | -1.3 | 0 | 19 | 80
CC(C)(C)N(Cc1ccccc1)C(=O)COC(=O)c1ccccc1SCC(=O)N1CCCC1 | 4 | 1 | -7 | 101 | -2 | 1.7 | -2 | -6 | 105
Cc1cccc(NC(=O)CCC(=O)N2CCOCC2)n1 | 4 | 7 | 5 | 99 | . | . | 0 | 16 | 101
O=C(CCC1CCCN(C(=O)CC2=CCCCC2)C1)N1CCN(c2ccccn2)CC1 (centres undefined) | 6 | 8 | 1 | 101 | -3 | 0.9 | 7 | -23 | 100
CCc1ccc(NC(=O)Nc2cccs2)cc1 | -3 | 0 | 4 | 99 | 3 | 3.4 | 5 | -3 | 94
COc1ccc(CCNC(=O)COC(=O)c2ccc(C)s2)cc1 | -11 | 0 | -11 | 93 | . | . | -7 | -21 | 101
Cc1ccc(NNC(=O)CCc2ccccc2)c(C)c1 | -2 | 0 | 4 | 90 | -1 | -5.4 | 8 | 1 | 99
Cc1c(C(=O)N/N=C/c2ccc(N3CCOCC3)cc2)nc2ccccn12 | 9 | 1 | 0 | 101 | 1 | 0.3 | 4 | 26 | 105
O=C(CN(Cc1ccccc1Cl)C(=O)c1csnn1)NCc1ccc2c(c1)OCO2 | 1 | 2 | 14 | 103 | 2 | -0.8 | 4 | 1 | 105
C=CCSc1nnc(-c2ccccc2NC(C)=O)c(=O)[nH]1 | 7 | 0 | 12 | 110 | -1 | -1.7 | 8 | -2 | 112
COc1ccc(S(=O)(=O)Cc2ccc(C(=O)NC3CCC(C)CC3)o2)cc1 (centres undefined) | -1 | 0 | -2 | 103 | -3 | 3.1 | 6 | 5 | 101
CCOc1cccc(-c2csc(C3COc4ccccc4O3)n2)c1 (centres undefined) | 0 | 0 | 3 | 95 | -5 | . | 7 | 44 | 91
Cc1ccc(C(=O)Nc2nn(C)c3cccc(F)c23)cc1 | 0 | 2 | 0 | 95 | 2 | -2.7 | 3 | 2 | 99
COc1ccccc1CCNC(=O)C(=O)NCC1OCCN1S(=O)(=O)c1ccc2c(c1)OCCO2 (centres undefined) | 0 | 0 | -1 | 97 | 4 | 4.7 | 1 | -17 | 97
Cc1ccc(S(=O)(=O)N2CCN(C(=O)CSc3nnnn3C)C2)cc1 | -5 | 3 | -1 | 95 | -4 | 1.5 | 2 | -8 | 94
CC(=O)Nc1ccc(S(=O)(=O)Nc2ccccn2)cc1 | 2 | 0 | 2 | 106 | 1 | 1.1 | 1 | 6 | 102
COc1cccc(CN(C)C(=O)CCC(=O)c2cc(Br)ccc2OC)c1 | -8 | 2 | . | 87 | . | . | . | -2 | 92
O=C(CSC(=S)N1CCCC1)Nc1cc2c(cc1Br)OCCO2 | 1 | 0 | 7 | . | -1 | 1.1 | 0 | 3 | 94
COc1ccc(-c2csc3nc(-c4ccccc4)oc(=O)c23)cc1OC | -8 | 0 | 6 | 105 | 6 | -0.5 | 3 | 11 | 79
Cc1ccc(NS(=O)(=O)c2ccc(CCC(=O)NCc3ccccn3)cc2)cc1 | -2 | 1 | 1 | 97 | 1 | 2.1 | 5 | 20 | 96
CCN(CC(=O)Nc1c(F)cccc1F)C(=O)CCCOc1ccc(OC)cc1 | 2 | 0 | 8 | 94 | -2 | -1.3 | 3 | 3 | 107
CC(=O)Nc1ccc(S(=O)(=O)NCC(=O)OCC(=O)c2ccc[nH]2)cc1 | 1 | 4 | . | 103 | . | . | . | 4 | 107
COc1ccccc1C(c1nnnn1CC1CCCO1)N1CCC(C(N)=O)CC1 (centres undefined) | 0 | 3 | 4 | 90 | -3 | 0.9 | 4 | -3 | 98

Two records picked at random from those above:
SMILES | GLD-1 TGE inh | GRK2 inh | MCL1-BIM inh | CIT2-GFP yeast | Fam108B inh | MEX-5 binding | BCLXL inh | VLA-4 inh | AGP1-GFP MLPCN
CCc1ccc(NC(=O)Nc2cccs2)cc1 | -3 | 0 | 4 | 99 | 3 | 3.4 | 5 | -3 | 94
Cc1ccc(S(=O)(=O)N2CCN(C(=O)CSc3nnnn3C)C2)cc1 | -5 | 3 | -1 | 95 | -4 | 1.5 | 2 | -8 | 94

Later entries.
SMILES | GLD-1 TGE inh | GRK2 inh | MCL1-BIM inh | CIT2-GFP yeast | Fam108B inh | MEX-5 binding | BCLXL inh | VLA-4 inh | AGP1-GFP MLPCN
Cn1nc(-c2ccc(Cl)cc2)c2cc(C(=O)N3CCN(c4ccccc4)CC3)sc21 | -6 | 4 | -3 | 112 | -1 | 3.4 | 2 | 20 | 103
CCc1nnc(NC(=O)CN2C(=O)/C(=C/c3ccc(OC)c(OC)c3)SC2=S)s1 | -6 | 4 | 8 | 104 | 0 | -1.7 | 5 | 2 | 104
O=C(NCCCN1CCOCC1)c1ccc(Sc2ccccc2Cl)c([N+](=O)[O-])c1 | -1 | 0 | 10 | 114 | -2 | -2.6 | 8 | 13 | 91
COc1ccc(/C=C(\C#N)C(=O)NCc2cccs2)cc1OC | 3 | 0 | 3 | 100 | 2 | -0.9 | 1 | 6 | 101
CCCSc1nnc(-c2c[nH]c3ccccc23)n1CC | -4 | 0 | 2 | 101 | 5 | 0.3 | 2 | 31 | 105
FC(F)(F)c1nc(NCc2ccccc2)c2nnn(Cc3ccccc3)c2n1 | -1 | 3 | 4 | 107 | 4 | 0.7 | 6 | -9 | 100
COc1ccccc1NC(=O)CN1CCN(c2ccccn2)CC1 | -4 | 0 | -6 | 103 | 2 | -0.6 | 2 | 0 | 96
O=C(Nc1ccc(-n2cccn2)cc1)C1CCN(Cc2ccsc2)CC1 | -1 | 0 | -3 | 87 | -2 | 0.6 | 3 | -5 | 88
COc1ccc(/C=N/N2C(=O)CSC2=S)cc1Br | -17 | 3 | -17 | 94 | -2 | 9.5 | -9 | -28 | 89
Cc1cccc(C)c1N1CCN(S(=O)(=O)N(C)C)CC1 | -2 | 1 | 5 | . | 3 | 0.2 | 7 | -5 | 97
O=C(COC(=O)CNS(=O)(=O)c1c(F)cccc1F)NC(=O)NC1CCCCC1 | 9 | 2 | 3 | 106 | . | . | 2 | 1 | 97
Cc1cccc(/C=N\NC(=O)c2csnn2)c1 | -2 | 1 | 11 | 84 | -1 | 0.9 | 3 | -12 | 98
NC(=O)C1CC(=O)N(c2ccc(OCC(=O)Nc3ccc(F)cc3)cc2)C1 (centres undefined) | 1 | 0 | 1 | 88 | . | . | 1 | -9 | 92
CCOc1ccc(NC(=O)CN(C)C(=O)Cn2c(=O)cnc3ccccc32)cc1OCC | 5 | 0 | 3 | 105 | . | . | 1 | -11 | 102
CC(=O)Nc1ccc(S(=O)(=O)n2nc(C)cc2C)cc1 | 0 | 2 | -1 | 87 | -1 | -0.5 | 6 | 4 | 90
COc1ccc(NC(=S)NCC(O)c2ccccc2)c(OC)c1 (centres undefined) | 9 | 0 | 9 | 100 | 0 | 0.7 | 6 | -2 | 101
Cc1ccc(/C=C2\SC(=S)N(CCC(=O)N3CCOCC3)C2=O)cc1 | -8 | 1 | 3 | 94 | -3 | -1.3 | 0 | 7 | 92
Cc1ccc(NS(=O)(=O)c2cccc(C(=O)NN3CCOCC3)c2)cc1 | 4 | 0 | 3 | 96 | 2 | -4.3 | 0 | -1 | 92
O=C(COC(=O)c1ccc[n+]([O-])c1)Nc1cc([N+](=O)[O-])ccc1Cl | 6 | 0 | . | 106 | . | . | . | 9 | 100
CN(C)S(=O)(=O)c1ccc(N=Cc2c(C(F)(F)F)[nH]n(C)c2=O)cc1 | 6 | 0 | 1 | 106 | -2 | -2.6 | 5 | 9 | 104
COc1ccccc1NC(=O)Cc1noc(CN(C)Cc2cccs2)n1 | 2 | 0 | -3 | 107 | -2 | -2.7 | 0 | 2 | 106
COc1ccc(C(=O)COC(=O)CNC(=O)c2ccc(OC)cc2)cc1 | 8 | 0 | 6 | 102 | -3 | -0.3 | 5 | 0 | 105
CCOC(=O)N1CCC(NC(=O)CCC(=O)N2CCOc3ccc(C)cc32)CC1 | -1 | 0 | 0 | 106 | 2 | 0.2 | 8 | 16 | 105
COc1ccc(CNC(=O)CN2C(=O)NC(c3ccccc3)(c3ccccc3)C2=O)cc1 | 4 | 0 | . | 100 | . | . | . | 4 | 101
Cn1c(=O)cc(OCCCC(=O)NCCN2CCN(c3ccccc3F)CC2)c2ccccc21 | -8 | 0 | -2 | 97 | 3 | -0.6 | -1 | 0 | 97
SMILES | GLD-1 TGE inh | GRK2 inh | MCL1-BIM inh | CIT2-GFP yeast | Fam108B inh | MEX-5 binding | BCLXL inh | VLA-4 inh | AGP1-GFP MLPCN
COc1ccc(Nc2oc(-c3ccc(OC)cc3)nc2C#N)cc1 | 2 | 1 | -2 | 97 | -1 | 0.5 | 2 | -2 | 97
COc1ccc(C(=O)NCCS(=O)(=O)NC2CCCC2)cc1 | -4 | 0 | -4 | 106 | 1 | -2.5 | -13 | 8 | 108
CCOC(=O)c1c(C)[nH]c(C(=O)COC(=O)c2ccc(F)c(S(=O)(=O)N3CCOCC3)c2)c1C | -4 | 2 | -1 | 105 | -2 | -1.9 | 1 | 6 | 103
CCCc1nc(NCc2ccccc2)c(C#N)c2c1CCCC2 | 11 | 3 | 2 | 99 | -1 | -1.8 | 0 | 19 | 94
O=C(COC(=O)c1cc(=O)[nH]c2ccccc12)Nc1ccccc1F | -10 | 0 | . | 107 | . | . | . | 9 | 99
CCCCNC(=O)C(CC)Sc1nc2sc(C(=O)OC)c(C)c2c(=O)n1N (centres undefined) | -3 | 2 | -2 | 99 | -3 | 2.6 | -4 | 1 | 94
c1ccc(Nc2ccccc2)cc1 | 3 | 0 | 9 | 98 | 4 | 2.7 | 8 | -5 | 100
COC(=O)CSc1nc2ccc(NC(=O)CSc3nnnn3Cc3ccccc3)cc2s1 | 4 | 0 | 3 | 99 | -5 | -0.1 | 1 | 34 | 107
COc1ccccc1OCC(=O)Nc1cccc(S(=O)(=O)NC2=NCCCCC2)c1 | -8 | 1 | -1 | 103 | -6 | 2.7 | 2 | 1 | 111
CC1(C(=O)CSc2ncn[nH]2)CCC(=O)O1 (centres undefined) | 5 | 0 | -5 | 101 | 0 | 3.1 | 2 | 8 | 110
COc1ccc(/C=C2\SC(=O)N=C2N)cc1OC | -6 | 4 | 0 | 102 | 1 | -0.5 | 0 | 10 | 98
O=C(O)CCCC(=O)N1CCC(C(O)(c2ccccc2)c2ccccc2)CC1 | 5 | 2 | 2 | 100 | 3 | -1.1 | 6 | -3 | 111

Compound activity (PubChem)
